From PubChem
TDP1 block – blocks human tyrosyl-DNA phosphodiesterase 1 | Q9NUW8 | recombinant TDP1, AlphaScreen DNA substrate cleavage | Potency, µM (titrated, usually from 130 µM), for inactives: at the top dose activity change, negative = inhibition, actives largely listed as inhibitors | 350,000 compounds, 0.28% hits | AID 485290; further: nearly all actives have a fitted effect of over 40% in size
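E. coli-derived human Tdp1, 1 nM final. Cpd preinc 15 min RT; substrate 15 nM final, 5 min RT; AS bead mix 10 ug/ml final, 10 min RT. Signal loss = tyrosine-FITC cleavage. No-enzyme wells = max signal.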
TDP1 cell noCPT – qHTS for Inhibitors of human tyrosyl-DNA phosphodiesterase 1 (TDP1): qHTS in cells in absence of CPT | DT40 Tdp1-/- hTDP1 cells, no CPT, ATP luminescence, 48 h | 420,000 compounds, 15% hits | Potency, µM (highest dose often 46.2 µM), for the others: at the highest dose activity change, negative = growth inhibition, hits mostly inhibitors | AID 686978, 2013; further: nearly all actives have a fitted effect of over 55% in size
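Luminescent ATP content (CellTiter-Glo) served as the growth readout. Knockout chicken DT40 cells expressing human TDP1 were exposed to compounds without camptothecin for a minimum 48 hr at 37 °C.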
KAT2A inh – GCN5L2 (KAT2A) acetyltransferase inhibition; 390,000 compounds, 0.21% hits; AID 504327; GCN5L2 HAT assay, ThioGlo1 CoA-SH fluorescence; Potency, µM (top dose mostly 58.9 µM), for inactives: at the top dose activity change, negative = inhibition, usual class: inhibitors
Target sequence (Q92830 whole entry, looked up): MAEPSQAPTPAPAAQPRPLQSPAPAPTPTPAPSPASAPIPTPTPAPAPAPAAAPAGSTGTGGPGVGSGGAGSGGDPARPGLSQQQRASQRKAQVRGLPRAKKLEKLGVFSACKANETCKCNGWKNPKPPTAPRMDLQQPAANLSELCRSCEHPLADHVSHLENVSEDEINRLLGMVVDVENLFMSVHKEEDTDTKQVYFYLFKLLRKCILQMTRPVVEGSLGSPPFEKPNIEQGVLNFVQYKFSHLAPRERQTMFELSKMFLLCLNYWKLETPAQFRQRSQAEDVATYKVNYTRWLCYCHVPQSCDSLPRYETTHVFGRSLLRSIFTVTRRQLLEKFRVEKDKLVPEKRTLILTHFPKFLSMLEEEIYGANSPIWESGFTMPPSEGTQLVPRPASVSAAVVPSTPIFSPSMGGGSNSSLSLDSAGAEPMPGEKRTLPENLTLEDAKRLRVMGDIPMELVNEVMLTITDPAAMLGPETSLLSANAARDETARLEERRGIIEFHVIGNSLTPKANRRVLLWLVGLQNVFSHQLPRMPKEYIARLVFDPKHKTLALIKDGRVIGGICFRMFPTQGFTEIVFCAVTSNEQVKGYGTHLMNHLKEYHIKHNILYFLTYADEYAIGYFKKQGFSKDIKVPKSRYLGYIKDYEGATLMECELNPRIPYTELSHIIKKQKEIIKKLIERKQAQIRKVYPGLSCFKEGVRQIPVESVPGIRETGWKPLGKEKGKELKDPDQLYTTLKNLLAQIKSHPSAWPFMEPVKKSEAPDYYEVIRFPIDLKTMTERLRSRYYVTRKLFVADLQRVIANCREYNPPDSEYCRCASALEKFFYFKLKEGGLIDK
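Compounds, pin-transferred from DMSO stocks, meet 20nM GCN5L2 for 15 min before the reaction begins with H3(1-25) peptide (75uM) and acetyl-CoA (70uM). Thiol-reactive ThioGlo1 reports CoA release over 20 min at room temperature.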
* = called active by the depositor; & = joins results of further samples; [ ] = another dose, or the depositor's remark. The call rests on the fitted dose curve; in most records, active means well fitted curve in the direction sought with a large enough effect; inconclusive means small, poorly fitted or top-dose-only effect, or another doubt; inactive means no such curve, though single readings can be large; an effect the other way counts as inactive or inconclusive. On the % scale 0 is the no-effect control and ±100 the full control effect; potency means the concentration at half of the fitted maximal effect. Some of the compounds tested; count on the stated rates, not on these rows.

Cc1cc(Nc2ccccc2O)c2ccccc2n1 was read as TDP1 block 8.3%, TDP1 cell noCPT inconclusive and KAT2A inh -6.1%.
`Cc1ccc(N2C(=O)C3C4C=CC(CC4)C3C2=O)cc1Br` (centres undefined) gave TDP1 cell noCPT -0.8% and KAT2A inh -17.7%.
For COc1cc(/C=C/C(=O)OCC(=O)N(C)CC(=O)Nc2ccc(F)cc2)ccc1OC(F)F the results were TDP1 block 0.8%, TDP1 cell noCPT -21.0% and KAT2A inh -0.3%.
For CCOC(=O)c1c(C)[nH]c(C)c1C(=O)COC(=O)CCOc1ccccc1OC the results were TDP1 block 0.0%, TDP1 cell noCPT 5.5% and KAT2A inh -1.9%.
For Cc1cccc(C)c1Nc1nnc(SCC(=O)c2ccc3c(c2)NC(=O)CO3)s1 the results were TDP1 block 3.2%, TDP1 cell noCPT -5.8% and KAT2A inh 1.4%.
`CCc1ccc(-n2c(=O)c3c4c(sc3n(CC(=O)c3ccc(Br)cc3)c2=O)CCC4)cc1` gave TDP1 block -0.9%, TDP1 cell noCPT 3.66µM* and KAT2A inh -4.1%.
Screening CC1C2CCC3C4CC=C5CC(N(C)C)CC[C@@]5(C)C4CC[C@@]32CN1C (some centres undefined) returned TDP1 block 6.7% and KAT2A inh 4.9%.
For FC(F)(F)c1ccccc1Nc1nccs1 the results were TDP1 cell noCPT -9.8% and KAT2A inh -3.1%.
O=C(Nc1ccc(Cl)cc1F)c1cccc2ccccc12 was read as TDP1 cell noCPT inconclusive and KAT2A inh -7.7%.
Screening C/C(=N\N=C(/N)SC1CC(=O)N(c2cccc(Cl)c2)C1=O)c1cccs1 (centres undefined) returned TDP1 block -6.4%, TDP1 cell noCPT -17.2% and KAT2A inh 2.4%.
Screening CC1=C([N+](=O)[O-])C(c2ccc3c(c2)OCO3)N(C)C(=O)N1C (centres undefined) returned TDP1 cell noCPT 20.6µM* and KAT2A inh -0.4%.
O=C(CN(Cc1ccco1)C(=O)CNS(=O)(=O)c1ccc(F)cc1)NCc1ccco1 was read as TDP1 cell noCPT -5.7% and KAT2A inh -0.4%.
Cc1ccc2[nH]c(O)c(N=NC(=O)C3CC3c3ccccc3)c2c1Br (centres undefined) was read as TDP1 block 3.0%, TDP1 cell noCPT 23.1µM* and KAT2A inh 0.5%.
Cc1ccccc1CN1CCN(C(C)C(=O)NNC(=O)c2ccc(F)cc2)CC1 (centres undefined) was read as TDP1 block 0.1%, TDP1 cell noCPT -18.6% and KAT2A inh -9.8%.
CC(C)(C)CC(=O)Nc1ccc(-c2nnc3n2CCCCC3)cc1 was read as TDP1 cell noCPT 11.9% and KAT2A inh 2.3%.
For CCn1c(/C(C#N)=N/O)nc2ccccc21 the results were TDP1 block 2.6%, TDP1 cell noCPT 3.0% and KAT2A inh -2.4%.
For COc1ccc(OC)c(NC(=O)COC(=O)CCS(=O)(=O)c2ccc(Cl)cc2)c1 the results were TDP1 block 0.7%, TDP1 cell noCPT -7.7% and KAT2A inh -2.6%.
Screening Cc1csc(N2CCCC2=O)n1 returned TDP1 block 0.0%, TDP1 cell noCPT 1.2% and KAT2A inh -12.1%.
Screening Cc1cc(C)c(C)c(S(=O)(=O)Nc2ccc3cn[nH]c3c2)c1C returned TDP1 block 0.4%, TDP1 cell noCPT 20.6µM* and KAT2A inh -11.7%.
For Cc1c(C(=O)Nc2c(F)cc(F)cc2Br)sc2ncn(CC(=O)N3CCCC3)c(=O)c12 the results were TDP1 block 1.4%, TDP1 cell noCPT 16.1% and KAT2A inh -0.2%.
CC(=O)Nc1ccc(NS(=O)(=O)c2ccc(C)cc2)cc1[N+](=O)[O-] was read as TDP1 block 4.1%, TDP1 cell noCPT -5.4% and KAT2A inh 0.3%.
Screening CC(SCC(=O)NC(C)C1CC2CCC1C2)C(=O)O (centres undefined) returned TDP1 block 5.6%, TDP1 cell noCPT 5.5% and KAT2A inh -4.2%.
`COc1ccc(C2=NO[C@@H]3C(=O)N(c4c(C)cccc4C)C(=O)[C@H]23)cc1OC` gave TDP1 block -1.1%, TDP1 cell noCPT -3.7% and KAT2A inh -3.5%.
Screening O=C(c1ccc2c(c1)OCO2)N1CCN(c2ccccc2F)CC1 returned TDP1 block -2.2%, TDP1 cell noCPT -27.7% and KAT2A inh 0.3%.
`CC1(C)C(=O)OC(C(=O)c2ccccc2)C2(CCCCC2)C1=O` (centres undefined) gave TDP1 block -4.3%, TDP1 cell noCPT 0.2% and KAT2A inh -8.5%.
Screening CCCCn1c(SCC(=O)NCCCOC)nc2c(sc3ccccc32)c1=O returned TDP1 block 1.5%, TDP1 cell noCPT -13.2% and KAT2A inh 5.3%.
Screening O=C(CSc1nn(-c2ccc(F)cc2)c(=S)s1)NC1CCS(=O)(=O)C1 (centres undefined) returned TDP1 block 1.2%, TDP1 cell noCPT -16.7% and KAT2A inh -6.2%.
N#CC(=C1CCCC1)c1nc(-c2cc3ccccc3oc2=O)cs1 was read as TDP1 block 0.0%, TDP1 cell noCPT -20.3% and KAT2A inh -10.6%.
`COc1ccc(CCNC(=O)c2cn(C)c3ccc(S(=O)(=O)N4CCOCC4)cc3c2=O)cc1OC` gave TDP1 block 2.6%&2.3%, TDP1 cell noCPT -11.2%&-29.7% and KAT2A inh -3.5%&-7.3%.
`CCn1c(SCc2c(F)cccc2Cl)nnc1-c1ccco1` gave TDP1 block 6.5%, TDP1 cell noCPT 18.4µM* and KAT2A inh 4.2%.

Random excerpt: six records from the list, in no set order.
Screening O=C(c1ccc2c(c1)OCO2)N1CCN(c2ccccc2F)CC1 returned TDP1 block -2.2%, TDP1 cell noCPT -27.7% and KAT2A inh 0.3%.
`CCn1c(SCc2c(F)cccc2Cl)nnc1-c1ccco1` gave TDP1 block 6.5%, TDP1 cell noCPT 18.4µM* and KAT2A inh 4.2%.
Screening CCCCn1c(SCC(=O)NCCCOC)nc2c(sc3ccccc32)c1=O returned TDP1 block 1.5%, TDP1 cell noCPT -13.2% and KAT2A inh 5.3%.
CC(=O)Nc1ccc(NS(=O)(=O)c2ccc(C)cc2)cc1[N+](=O)[O-] was read as TDP1 block 4.1%, TDP1 cell noCPT -5.4% and KAT2A inh 0.3%.
`COc1ccc(C2=NO[C@@H]3C(=O)N(c4c(C)cccc4C)C(=O)[C@H]23)cc1OC` gave TDP1 block -1.1%, TDP1 cell noCPT -3.7% and KAT2A inh -3.5%.
`COc1ccc(CCNC(=O)c2cn(C)c3ccc(S(=O)(=O)N4CCOCC4)cc3c2=O)cc1OC` gave TDP1 block 2.6%&2.3%, TDP1 cell noCPT -11.2%&-29.7% and KAT2A inh -3.5%&-7.3%.

Next section:
Screening COc1ccc(S(=O)(=O)NC(C)C(=O)N2CCCC2)cc1Cl (centres undefined) returned TDP1 block 1.1%, TDP1 cell noCPT 2.2% and KAT2A inh -8.1%.
O=C(Nc1ncccc1O)C1CCN(S(=O)(=O)c2ccc3ccccc3c2)CC1 was read as TDP1 block 0.6%, TDP1 cell noCPT -15.3% and KAT2A inh -7.9%.
`COc1cc(Cl)cc(C(=O)O)c1OCC(=O)O` gave TDP1 block -9.6%, TDP1 cell noCPT inconclusive and KAT2A inh -5.8%.
Screening COc1cc(CN2CCCC(CO)(Cc3cccc(Cl)c3)C2)cc(OC)c1O (centres undefined) returned TDP1 cell noCPT inconclusive and KAT2A inh -1.9%.
For COc1ccc(CNC(=O)CSc2nnc(NC(=O)c3ccccc3F)s2)cc1 the results were TDP1 block 6.7%, TDP1 cell noCPT inconclusive and KAT2A inh -4.1%.
Screening Cc1ccc(C)c(OCc2nnc(NC(=O)c3ccco3)s2)c1 returned TDP1 block -5.5%, TDP1 cell noCPT -0.3% and KAT2A inh 1.5%.
`CC(C)(C)N1C(=O)c2ccccc2NC(=O)N1Cc1ccc(Br)cc1` gave TDP1 block 2.8%, TDP1 cell noCPT -25.7% and KAT2A inh -6.0%.
Screening COc1ccc(CN(Cc2cc3cc(C)ccc3[nH]c2=O)C(=O)N(C)C)cc1 returned TDP1 block 3.1%, TDP1 cell noCPT inconclusive and KAT2A inh -4.0%.
For COc1ccc(-n2nc3c(c2NC(=O)c2ccc4c(c2)OCO4)CS(=O)(=O)C3)cc1 the results were TDP1 block -3.1%, TDP1 cell noCPT 16.9% and KAT2A inh -0.6%.
Screening C=CCn1cc(C(=O)c2cc(Br)ccc2O)cc(C#N)c1=O returned TDP1 block 5.0%, TDP1 cell noCPT inconclusive and KAT2A inh -14.4%.
CCc1nnc(NS(=O)(=O)c2ccc(NC(=O)OC)cc2)s1 was read as TDP1 block 6.0%, TDP1 cell noCPT -0.2% and KAT2A inh 0.0%.
`O=C(O)CCC(=O)N1CCC(C(=O)c2cccc(Cl)c2)CC1` gave TDP1 block 3.0%, TDP1 cell noCPT 1.2% and KAT2A inh -3.7%.
For CCc1ccc(CN(C)C(=O)c2ccc3c(c2)OCCO3)cc1 the results were TDP1 cell noCPT -1.3% and KAT2A inh 1.7%.
For O=S(=O)(NCCNS(=O)(=O)c1ccccc1)c1ccccc1 the results were TDP1 block 0.9%, TDP1 cell noCPT 2.8% and KAT2A inh -0.7%.
`CC1CN(Cc2cc(=O)[nH]c(C(C)C)n2)CC(C)O1` (centres undefined) gave TDP1 block 0.0%, TDP1 cell noCPT -4.9% and KAT2A inh -2.2%.
Screening COc1ccc(-c2noc(CSc3nnc(-c4ccncc4)n3-c3ccc(OC)cc3)n2)cc1 returned TDP1 block 9.8%, TDP1 cell noCPT inconclusive and KAT2A inh -7.1%.
Cc1ccc(-n2ncc3c(NCCCN4CCOCC4)ncnc32)cc1Cl was read as TDP1 block 7.8%, TDP1 cell noCPT -14.3% and KAT2A inh -6.1%.
`COc1cccc(NC(=O)c2cc3ccccc3o/c2=N\O)c1` gave TDP1 cell noCPT 13µM* and KAT2A inh -19.0%.
CN(C(=O)Cc1c(C(=O)O)n(C)c2ccccc12)c1ccc(F)cc1 was read as TDP1 block 0.0%, TDP1 cell noCPT 4.4% and KAT2A inh -7.4%.
COc1ccc(-c2nnn(CC(=O)N(Cc3ccccc3Cl)C(C(=O)NCC3CCCO3)c3ccco3)n2)cc1 (centres undefined) was read as TDP1 block 8.3%, TDP1 cell noCPT 18.4µM* and KAT2A inh 0.6%.
Cc1ccc(-c2nnc(SCC(=O)NCc3ccccc3)nc2-c2ccc(C)cc2)cc1 was read as TDP1 block 13.0%, TDP1 cell noCPT inconclusive and KAT2A inh -7.9%.
`CCCCCc1ccc(C2=NNC(=O)CC2)cc1` gave TDP1 cell noCPT -22.5% and KAT2A inh -21.7%.
For CCCNc1nc(C)nc2c1cnn2CCc1ccccc1 the results were TDP1 block 1.3%, TDP1 cell noCPT -15.6% and KAT2A inh 0.3%.
For O=C(/C=C/c1ccccc1)c1cccs1 the results were TDP1 block 11.9%, TDP1 cell noCPT 9.44µM* and KAT2A inh -18.7%.
`O=C(NCCCN1CCOCC1)c1cccc(S(=O)(=O)Nc2ccc(F)cc2)c1` gave TDP1 block 0.3%, TDP1 cell noCPT -1.1% and KAT2A inh 0.1%.
For CCc1cccc(CC)c1NC(=O)C[n+]1cccc(C(N)=O)c1 the results were TDP1 block 0.0%, TDP1 cell noCPT -18.6% and KAT2A inh -10.2%.
Screening C/C(=N\Nc1ccc2nncn2n1)c1ccccn1 returned TDP1 block 8.4%, TDP1 cell noCPT 4.61µM* and KAT2A inh 0.9%.
`Cc1ccsc1CN1CCN(c2ccccn2)CC1` gave TDP1 block -4.2%, TDP1 cell noCPT -29.0% and KAT2A inh -11.8%.
For Cc1cc(C(=O)NCc2ccccc2)no1 the results were TDP1 block 1.0%, TDP1 cell noCPT 0.6% and KAT2A inh -29.2%.
For CCOc1cc(/C=C(/C#N)C(=O)Nc2ccc(O)cc2)cc(Br)c1O the results were TDP1 block 3.1%, TDP1 cell noCPT 0.92µM* and KAT2A inh -1.8%.
For CCC(C)NC(=O)CSC1=Nc2ccccc2C2=NC(CCC(=O)NCc3ccco3)C(=O)N12 (centres undefined) the results were TDP1 block 1.0%, TDP1 cell noCPT -3.0% and KAT2A inh -2.1%.
COc1cc(CN2CCC(CO)(CCOc3ccccc3)CC2)cc(OC)c1 was read as TDP1 cell noCPT inconclusive and KAT2A inh 8.8%.
Screening O=C(NC(NCCCN1CCOCC1)(C(F)(F)F)C(F)(F)F)C1CCCCC1 returned TDP1 block 1.0%, TDP1 cell noCPT 0.4% and KAT2A inh -2.5%.
Cc1nnsc1C(=O)N1CCN(c2ccc(F)cc2)CC1 was read as TDP1 cell noCPT -9.9% and KAT2A inh -0.8%.
Screening CC(=O)Nc1ccc(S(=O)(=O)Nc2ccccc2C(=O)N2CCOCC2)cc1 returned TDP1 cell noCPT -11.1% and KAT2A inh -5.4%.
For CC(=O)N1c2ccccc2CC1C(=O)N1CCN(c2ccc(F)cc2)CC1 (centres undefined) the results were TDP1 block 6.2%, TDP1 cell noCPT -10.2% and KAT2A inh 30.6%[activator].
`COc1cccc(CN(C(=O)c2ccco2)C(C(=O)NC2CCCC2)c2cccnc2)c1` (centres undefined) gave TDP1 block -4.2%, TDP1 cell noCPT 2.7% and KAT2A inh -1.8%.
